Screening results from PubChem.
S3 lipid droplet: qHTS Assay for Lipid Storage Modulators in Drosophila S3 Cells; lipid storage change, negative = inhibition, % at the top dose, mostly 46.1 µM; hits show Potency in µM; 0.64% of 320,000 active; Drosophila S3 cells, BODIPY lipid droplet fluorescence, 18-24 h; cells fed with added oleic acid; active means well fitted inhibition curve with a large enough effect in the signal ratio, with a control signal flat, not every such curve was filed as active; inconclusive means small, poorly fitted or top-dose-only effect, or effect the other way, or a change in a side signal; the % refers to the signal ratio
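Drosophila S3 cells loaded with oleic acid (400 uM, as added) and compounds at several concentrations; lipid droplets imaged by 488-nm laser-scanning cytometry, 500–530 nm intensity and object ratio to cell channel. Percent activity normalized to 20 uM Triacsin C.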
S3 lipid droplet cell count max: further read-out of S3 lipid droplet, marked with its call; cell number change, %; measured here: cell count max response;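 cells counted by Cell Tracker Red CMTPX staining in the red channel; peak over a dose series mostly up to 46.1 µM; percent activity relative to internal control wells on each plate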
* marks the source's active call; other numbers are inactive results. On the % scale 0 is the no-effect control and ±100 the full control effect; potency means the concentration at half of the fitted maximal effect. The list is partial; count on the stated rates, not on these rows.

For Cc1cc(C)c(C)c(OCC(=O)NCc2nc(-c3ccccc3)no2)c1 the results were S3 lipid droplet inactive.
For CCn1c(Cc2ccccc2)nnc1SCC(=O)Nc1ccc(N)cc1 the results were S3 lipid droplet inconclusive.
`CCc1ccc(NC(=O)C2CCCN2S(=O)(=O)c2ccc3c(c2)n(C)c(=O)c(=O)n3C)cc1` (centres undefined) gave S3 lipid droplet inconclusive.
`COc1ccc(-c2nc3ccc(C)cn3c2NCc2ccccc2)cc1SC1CCCCC1` gave S3 lipid droplet inconclusive.
For CC(/C=N/NC(=O)c1cc(-c2ccccc2)nc2ccccc12)=C\c1ccco1 the results were S3 lipid droplet inconclusive.
CC(C)Oc1ccc(C(=O)NC2CCN(Cc3ccccc3)CC2)cc1 was read as S3 lipid droplet inconclusive.
For O=C(NC(=O)c1c(F)cccc1F)Nc1ccccc1SC(F)F the results were S3 lipid droplet inconclusive.
CCc1nnc(NC(=O)C2CCN(c3nc(C)cc(C)n3)CC2)s1 was read as S3 lipid droplet inconclusive.
O=C(NC1CC1)c1c[nH]c2ccc(S(=O)(=O)Nc3cccc(C(F)(F)F)c3)cc2c1=O was read as S3 lipid droplet inconclusive.
For CNC(=O)COc1ncnc2sccc12 the results were S3 lipid droplet inactive and S3 lipid droplet cell count max 17.4.
`COc1ccc(N2C(=O)CC(N3CCN(c4ccccc4OC)CC3)C2=O)cc1` (centres undefined) gave S3 lipid droplet inconclusive.
CC(C)C(=O)NC(c1ccco1)c1c(O)ccc2ccccc12 (centres undefined) was read as S3 lipid droplet inconclusive.
Screening C[C@H](NC(=O)OC(C)(C)C)c1nnc(SCC(=O)Nc2ccc(Br)cc2)o1 returned S3 lipid droplet inconclusive.
`CCO[C@H]1OC(C(=O)NC2CC2)=C[C@@H](C)[C@@H]1CCCO` gave S3 lipid droplet 26.4% and S3 lipid droplet cell count max -10.4.
[N-]=[N+]=NC1c2ccccc2C(=O)N1Cc1ccccc1 (centres undefined) was read as S3 lipid droplet inconclusive.
`O=C(CN1CCCCC1)NNC(=O)c1ccc([N+](=O)[O-])cc1` gave S3 lipid droplet inactive and S3 lipid droplet cell count max -3.1.
Screening CCOC(=O)[C@H]1[C@H]2COc3cc(OC)ccc3[C@@H]2N2C(=O)N(c3cccc(Cl)c3)C(=O)[C@@]12C returned S3 lipid droplet inconclusive.
`C=CCn1cc(C(=O)OC)c(=O)c2cc(S(=O)(=O)N3CCCCCC3)ccc21` gave S3 lipid droplet inconclusive.
Screening Cc1cccc(-c2nnc(NC(=O)c3cccs3)s2)c1 returned S3 lipid droplet 1.7% and S3 lipid droplet cell count max 12.4.
COC(=O)C1CCN(C(=O)COC(=O)c2ccc(OC)c(S(=O)(=O)N3CCCc4ccccc43)c2)CC1 was read as S3 lipid droplet inconclusive.
`COc1ccc2c(c1)NC1(O)c3ccccc3C(=O)C21O` (centres undefined) gave S3 lipid droplet inconclusive.
For O=C(O)c1cnc(-c2ccccc2)nc1Oc1ccc(Cl)cc1 the results were S3 lipid droplet 2.7% and S3 lipid droplet cell count max 15.0.
`O=[N+]([O-])c1ccc(S(=O)(=O)c2ccccc2)nc1` gave S3 lipid droplet inconclusive.
`COc1ccc(Br)cc1-c1noc(-c2ccncc2)n1` gave S3 lipid droplet inactive and S3 lipid droplet cell count max 5.1.
`CCc1nc(SCC(=O)Nc2ccc(N(C)C)cc2)c2ccccc2n1` gave S3 lipid droplet 11.9% and S3 lipid droplet cell count max -13.0.
`COc1cc(OC)c(OC)cc1/C=N/n1c(C)nc2ccccc2c1=O` gave S3 lipid droplet inactive and S3 lipid droplet cell count max 16.2.
For O=C1CC[C@H](O)CCN1CCSc1ccc(Br)cc1 the results were S3 lipid droplet -3.7% and S3 lipid droplet cell count max -5.7.
Screening COc1cccc(CCC(=O)N(C)C2CCCN(Cc3ccccc3F)C2)c1 (centres undefined) returned S3 lipid droplet inconclusive.
Screening COC(=O)c1cc(NC(=O)CC2Oc3ccccc3NC2=O)cc(C(=O)OC)c1 (centres undefined) returned S3 lipid droplet -4.8% and S3 lipid droplet cell count max -2.0.
`COc1cccc2sc(N(CCCN(C)C)C(=O)CCS(=O)(=O)c3ccccc3)nc12` gave S3 lipid droplet inconclusive.
Screening CC(=O)Nc1ncc(N=Nc2cccc(C(F)(F)F)c2)s1 returned S3 lipid droplet 27.1% and S3 lipid droplet cell count max -22.4.
COc1ccc(NC(=O)c2ccc(C)cc2)c(OC)c1 was read as S3 lipid droplet inactive and S3 lipid droplet cell count max -0.7.
Cc1c(C(=S)Nc2ccccc2)cnn1-c1ccccc1 was read as S3 lipid droplet -1.6% and S3 lipid droplet cell count max 7.6.
For CC1CCN(C(=O)COc2ccc(S(=O)(=O)N3CCOCC3)cc2)CC1 the results were S3 lipid droplet -14.8%.
`O=C1NN(c2ccccc2)C(=O)/C1=C/c1cccs1` gave S3 lipid droplet inconclusive.
For CCN(CC)S(=O)(=O)c1ccc(NC(=O)c2cnc(C)cn2)cc1 the results were S3 lipid droplet inconclusive.
For CCCCn1c(N)c(N(CCOC)C(=O)c2ccc(OCc3c(C)noc3C)cc2)c(=O)[nH]c1=O the results were S3 lipid droplet inconclusive.
Screening CN(c1ccc(OCC(=O)OCC(=O)Nc2ccc(F)cc2)cc1)S(=O)(=O)c1ccc(Cl)cc1 returned S3 lipid droplet 12.2% and S3 lipid droplet cell count max 7.7.
For CC(C)Oc1ccc(C(=O)OCC(=O)NC2CCCCCC2)cc1 the results were S3 lipid droplet inconclusive.
`CCN1C/C(=C\c2cccc(C)c2)c2nc3ccccc3c(C(=O)O)c2C1` gave S3 lipid droplet -7.0% and S3 lipid droplet cell count max -7.0.
`CCOC(=O)c1nnn2c1nc(N(CC)CC)c1ccccc12` gave S3 lipid droplet inconclusive.
For O=C(N/N=C/C(Br)=C/c1ccccc1)C(O)c1ccccc1 (centres undefined) the results were S3 lipid droplet inconclusive.
`Cc1cc(/C=N/NC(=O)c2nn(C)cc2Cl)c(C)n1-c1cccc(Br)c1` gave S3 lipid droplet 20.9%.
For Nc1nonc1-n1nnc(C(=O)c2ccccc2)c1-c1ccccc1 the results were S3 lipid droplet inconclusive.
Screening CCOC(=O)c1c(C)[nH]c(C(=O)COC(=O)Cn2cc(C(F)(F)F)ccc2=O)c1C returned S3 lipid droplet -2.7% and S3 lipid droplet cell count max -5.5.
For CCc1ccc(C2c3[nH]c4ccccc4c3CCN2C(=O)c2ccc(=O)n(C)n2)cc1 (centres undefined) the results were S3 lipid droplet 13.6% and S3 lipid droplet cell count max 7.0.
Screening O=C(Nc1ccc(N2CCCCC2)cc1)c1ccc2c(c1)OCCO2 returned S3 lipid droplet inactive.
Screening NC(CCCCCP(=O)(c1ccccc1)c1ccccc1)C(=O)O (centres undefined) returned S3 lipid droplet inconclusive.
Cc1cc(C)nc(Nc2ccc(N3CCOCC3)cc2)n1 was read as S3 lipid droplet inconclusive.
Screening Cc1ccc(C(=O)NC2CCN(CC(=O)Nc3cccc([N+](=O)[O-])c3)CC2)cc1 returned S3 lipid droplet inconclusive.
Screening COc1ccc(N(CC(=O)N/N=C(\C)CCc2ccccc2)S(=O)(=O)c2ccc(C)cc2)cc1 returned S3 lipid droplet 27.0%.
`CN1C(=O)c2ccc(C(=O)NCc3ccccn3)cc2C1=O` gave S3 lipid droplet -2.9% and S3 lipid droplet cell count max 8.9.
Screening Cc1cccc([C@@H]2[C@@H]3C(=O)N(Cc4ccccc4)C(=O)[C@@H]3[C@]3(Cc4ccccc4)C(=O)N(c4ccccc4)C(=O)N23)c1 returned S3 lipid droplet inconclusive.
Screening COC(=O)C1(C)NC(c2ccco2)C2C(=O)N(c3ccc(C)cc3)C(=O)C21 (centres undefined) returned S3 lipid droplet -15.8% and S3 lipid droplet cell count max 6.4.
`C/C(=N\N=C(/N)SC1CC(=O)N(c2ccccc2)C1=O)c1cccs1` (centres undefined) gave S3 lipid droplet inconclusive.
Screening COC(=O)c1ccc(OC(=O)C2CC(=O)N(c3cccc(C)c3)C2)cc1 (centres undefined) returned S3 lipid droplet inconclusive.
For O=C(Nc1ccccc1)C1=C(O)CC(c2ccco2)CC1=Nc1ccccc1 (centres undefined) the results were S3 lipid droplet 5.0% and S3 lipid droplet cell count max 10.7.
COc1nc(-c2cccc([N+](=O)[O-])c2)nc2ccccc12 was read as S3 lipid droplet inconclusive.
Cc1cccc(C(=O)NC2CCN(CC(=O)Nc3ccccc3Cl)CC2)c1 was read as S3 lipid droplet inactive and S3 lipid droplet cell count max 0.5.
Cc1ccc(OCC(=O)Nc2cccc(S(=O)(=O)N3CCCCCC3)c2)cc1C was read as S3 lipid droplet inconclusive.
COc1ccc(C(=O)C2CCCN(C(=O)c3cccc(Cl)c3F)C2)cc1OC (centres undefined) was read as S3 lipid droplet inactive and S3 lipid droplet cell count max 4.2.
Screening COC(=O)Cn1c(=O)c(C(=O)CCl)c(N)n(Cc2ccccc2)c1=O returned S3 lipid droplet -8.3% and S3 lipid droplet cell count max -6.9.
For CCOP(=O)(OCC)C(NC(=O)c1ccc(OC)c(OC)c1)c1ccccc1 (centres undefined) the results were S3 lipid droplet -18.0% and S3 lipid droplet cell count max -15.1.
For O=C1NC2=C(C(=O)CCC2)C(c2ccccc2Cl)N1 (centres undefined) the results were S3 lipid droplet 5.3% and S3 lipid droplet cell count max 18.4.
Screening COc1ccc(Cn2nnnc2CN2CCOCC2)cc1 returned S3 lipid droplet 0.8% and S3 lipid droplet cell count max -3.1.
For COc1cccc(NC(=O)C2C(c3ccccc3)C2(Cl)Cl)c1 (centres undefined) the results were S3 lipid droplet inconclusive.
Screening COc1ccc(CN(C)C(=O)CNC(=O)Cc2cccc3ccccc23)c(OC)c1OC returned S3 lipid droplet inactive and S3 lipid droplet cell count max 18.4.
For O=C(CNCC1CCCO1)Nc1ccccc1N1CCCCCC1 (centres undefined) the results were S3 lipid droplet 8.9% and S3 lipid droplet cell count max 5.0.
For CC12CCC(=O)N1C(C(=O)NNC(=O)COc1ccccc1F)CS2 (centres undefined) the results were S3 lipid droplet -1.6% and S3 lipid droplet cell count max -8.7.
Cc1[nH]c2ccc(C(=O)N3CCN(c4ccccc4Cl)CC3)cc2c1C was read as S3 lipid droplet inconclusive.
`CC(C)N(C(=O)COC(=O)c1ccc(Cl)s1)c1ccccc1` gave S3 lipid droplet inconclusive.
`c1ccc2c(NCC3CCCO3)nc(N3CCCCC3)nc2c1` (centres undefined) gave S3 lipid droplet inconclusive.
`Cc1ccc(C(=O)N2CCCC(CCC(=O)N3CCN(c4ccccn4)CC3)C2)cc1C` (centres undefined) gave S3 lipid droplet inconclusive.
For Cc1ccc(C)c(Cn2c(CO)nc3ccccc32)c1 the results were S3 lipid droplet inconclusive.
For COC(=O)C(Cc1ccccc1)NC(=O)CSc1nc(N)cc(=O)[nH]1 (centres undefined) the results were S3 lipid droplet 10.9% and S3 lipid droplet cell count max 6.5.
Screening Cc1ccc(-c2csc(NC(=O)N3CCOCC3)n2)cc1 returned S3 lipid droplet inconclusive.
Screening COc1ccc(-c2cc(-c3ccccc3)nc(SCC(=O)Nc3nccs3)c2C#N)cc1 returned S3 lipid droplet 11.7% and S3 lipid droplet cell count max 6.7.
CCOC(=O)c1c(NC(=O)C2C3C=CC(C3)C2C(=O)O)sc2c1CC(C)CC2 (centres undefined) was read as S3 lipid droplet inconclusive.
`Cn1nnnc1SCC(=O)Nc1ccccc1Cc1ccccc1` gave S3 lipid droplet 2.8% and S3 lipid droplet cell count max -1.0.
Screening Cc1nc2ccc(NC(=O)COc3ccccc3F)cc2s1 returned S3 lipid droplet 1.2% and S3 lipid droplet cell count max -1.6.
`COc1ccc(O[C@H]2C=C[C@@H](c3ccccc3)O[C@@H]2CO/N=C(\C)CCN2CCc3nc(-c4ccccc4)c(-c4ccccc4)cc3C2)cc1` gave S3 lipid droplet 17.9% and S3 lipid droplet cell count max 4.6.
CN(C)CCCn1cnc2c1c(=O)[nH]c(=O)n2Cc1ccccc1 was read as S3 lipid droplet inconclusive.

Of the compounds above, these contain fluorine:
For O=C(NC(=O)c1c(F)cccc1F)Nc1ccccc1SC(F)F the results were S3 lipid droplet inconclusive.
O=C(NC1CC1)c1c[nH]c2ccc(S(=O)(=O)Nc3cccc(C(F)(F)F)c3)cc2c1=O was read as S3 lipid droplet inconclusive.
Screening COc1cccc(CCC(=O)N(C)C2CCCN(Cc3ccccc3F)C2)c1 (centres undefined) returned S3 lipid droplet inconclusive.
Screening CC(=O)Nc1ncc(N=Nc2cccc(C(F)(F)F)c2)s1 returned S3 lipid droplet 27.1% and S3 lipid droplet cell count max -22.4.
Screening CN(c1ccc(OCC(=O)OCC(=O)Nc2ccc(F)cc2)cc1)S(=O)(=O)c1ccc(Cl)cc1 returned S3 lipid droplet 12.2% and S3 lipid droplet cell count max 7.7.
Screening CCOC(=O)c1c(C)[nH]c(C(=O)COC(=O)Cn2cc(C(F)(F)F)ccc2=O)c1C returned S3 lipid droplet -2.7% and S3 lipid droplet cell count max -5.5.
COc1ccc(C(=O)C2CCCN(C(=O)c3cccc(Cl)c3F)C2)cc1OC (centres undefined) was read as S3 lipid droplet inactive and S3 lipid droplet cell count max 4.2.
For CC12CCC(=O)N1C(C(=O)NNC(=O)COc1ccccc1F)CS2 (centres undefined) the results were S3 lipid droplet -1.6% and S3 lipid droplet cell count max -8.7.
Screening Cc1nc2ccc(NC(=O)COc3ccccc3F)cc2s1 returned S3 lipid droplet 1.2% and S3 lipid droplet cell count max -1.6.
